# Tau ThT inhib: inhibitors of human tau fibril formation, thioflavin T binding | Potency, µM (top dose mostly 57.4 µM), for the others: top-dose activity, negative = inhibition, hits mostly inhibitors | recombinant tau K18 P301L, heparin-induced fibrillization, ThT fluorescence | 270,000 tested, 2.1% active; note: % is set by controls: 0 for no effect and ±100 for the full control effect; nearly all actives have a fitted effect of over 55% in size
# Target sequence (P10636 561-689 P618L limits assumed): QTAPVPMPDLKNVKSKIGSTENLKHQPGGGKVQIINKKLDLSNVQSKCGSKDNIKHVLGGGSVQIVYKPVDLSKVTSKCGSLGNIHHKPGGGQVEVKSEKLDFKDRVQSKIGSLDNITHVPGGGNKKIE
#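 Tau K18 P301L fragment (15 uM unlabeled plus 0.24 uM Alexa 594-labeled) in 100 mM sodium acetate pH 7 with compound, fibrillization induced by 20 uM heparin for 6 hr at 37 C. Thioflavin T (30 uM) added, fluorescence read after 1 hr (ex 450, em 510 nm).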
# HTT ATP protect: cytoprotection in Huntington HTT-Q103 PC12 cell model. PC12 HTT-Q103 induced, cytoprotection, ATP luminescence, 40 h. 230,000 tested, 0.14% active. Potency, µM (titrated, usually from 56.4 µM), without a hit: cytoprotection (ATP increase), actives largely listed as activators;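 note: % of control where 0% means no effect; nearly all actives have a fitted effect of over 45% in size; toxic huntingtin expression switched on by the ecdysone agonist tebufenozide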
#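 Cells were plated at 1500 per well in phenol red-free DMEM with 5% equine and 5% calf serum. Tebufenozide (100 nM final) and compounds were added, then ATPlite reagent, and luminescence was read.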
# Tau fluor counter: counter-screen for tau fibril formation inhibitors. tau K18 P301L (four-repeat tau fragment) Alexa594 fluorescence, heparin fibrillization. Potency, µM (highest dose often 57.7 µM), inactives show top-dose activity change, negative = decrease. 280,000 tested, 0.93% active; note: % is set by controls: 0 for no effect and ±100 for the full control effect; nearly all actives have a fitted effect of over 55% in size
#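 Human K18 P301L tau (15 uM unlabeled plus 0.24 uM Alexa 594-labeled, final) in 100 mM sodium acetate pH 7 was mixed with compound and 20 uM heparin and incubated 6 hr at 37 C.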
# TRb SRC2 PPI: disrupts binding of human TR beta to SRC2. AID 1469. 280,000 tested, 0.065% active. TRbeta-SRC2 peptide binding, fluorescence polarization; receptor liganded with 1 µM T3. Potency, µM (series often up to 106 µM), for the others: at the highest dose activity change, negative = inhibition, actives largely listed as inhibitors;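 note: plate controls were bound peptide for no effect and peptide without receptor for full effect; nearly all actives have a fitted effect of over 50% in size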
#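 Quantitative HTS by FP: 0.6 uM TRb LBD, 20 nM labeled SRC2 20-mer, 1 uM T3, 5% DMSO; 5 hr ambient incubation; % activity per concentration and potencies from concentration series.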
# RECQ1 helicase: blocks DNA unwinding by human RECQ1; P46063; RECQ1 DNA unwinding, red fluorescence kinetic read; Potency, µM (top dose mostly 57.3 µM), without a hit: at the highest dose activity, negative = inhibition, hits mostly inhibitors; 240,000 tested, 0.54% active; AID 2549;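 note: plate controls were vehicle for no effect and no enzyme for full effect; nearly all actives have a fitted effect of over 30% in size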
# Target sequence (P46063 whole entry, looked up): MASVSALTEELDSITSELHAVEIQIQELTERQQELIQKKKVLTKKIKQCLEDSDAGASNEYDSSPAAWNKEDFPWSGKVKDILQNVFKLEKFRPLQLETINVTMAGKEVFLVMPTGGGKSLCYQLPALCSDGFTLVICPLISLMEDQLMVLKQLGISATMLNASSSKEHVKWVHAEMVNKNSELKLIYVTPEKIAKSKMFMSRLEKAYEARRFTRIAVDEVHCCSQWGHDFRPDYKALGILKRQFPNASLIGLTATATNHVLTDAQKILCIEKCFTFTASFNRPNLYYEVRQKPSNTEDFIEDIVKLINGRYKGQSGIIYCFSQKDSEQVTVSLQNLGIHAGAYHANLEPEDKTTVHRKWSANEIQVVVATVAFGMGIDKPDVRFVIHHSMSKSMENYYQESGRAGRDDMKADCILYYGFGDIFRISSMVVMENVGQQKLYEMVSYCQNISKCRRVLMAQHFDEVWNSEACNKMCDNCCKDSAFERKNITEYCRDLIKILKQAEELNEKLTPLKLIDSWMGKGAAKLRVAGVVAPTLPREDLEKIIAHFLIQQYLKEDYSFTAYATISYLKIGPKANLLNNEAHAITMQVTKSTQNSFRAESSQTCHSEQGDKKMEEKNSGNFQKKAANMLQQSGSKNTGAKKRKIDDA
#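 RECQ1T1 50 nM; forked duplex (20 bp + 30-nt ss tails) 200 nM, ATP 2 mM final; pH 8.0, 2 mM MgCl2, 2.5 ug/ml poly(dI-dC); 15 min compound preincubation; discontinuous kinetic read over 2 h at RT.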
# L3MBTL1 block: inhibitors of human L3MBTL1; AlphaScreen L3MBTL1–H3K9me1 peptide binding; Potency, µM (highest dose often 57.1 µM), for inactives: at the highest dose activity, negative = inhibition, hits mostly inhibitors; 230,000 tested, 0.66% active; AID 485360; note: % is set by controls: 0 for no effect and ±100 for the full control effect; nearly all actives have a fitted effect of over 60% in size
#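 AlphaScreen assay: L3MBTL1 (50 nM final) was preincubated 30 min at room temperature with biotinylated H3(1-15)K9me1 peptide (75 nM final), then 30 min with library compounds; streptavidin donor and nickel chelate acceptor beads (10 ug/mL final) added, 30 min dark.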
# Tau fibril FP: blocks human tau fibril formation measured by polarization. P10636. K18 P301L tau heparin fibrillization, Alexa594 FP, 6 h. Potency, µM (series often up to 57.7 µM), inactives show at the highest dose activity, negative = inhibition, actives largely listed as inhibitors. 280,000 tested, 0.39% active; note: % is set by controls: 0 for no effect and ±100 for the full control effect; nearly all actives have a fitted effect of over 55% in size
#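 Human K18 P301L fragment (15 uM unlabeled plus 0.24 uM Alexa 594-labeled) in 100 mM sodium acetate pH 7 with compound, aggregation induced by 20 uM heparin for 6 hr at 37 C. ThT (30 uM) added for 1 hr, then Alexa 594 FP read.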
# TR SRC2 fluor cs: counter-screen for TRb-SRC2 inhibitors: fluorescence interference; TRb/SRC2 Texas Red total fluorescence interference; Potency, µM (highest dose often 106 µM), without a hit: at the highest dose fluorescence change, negative = quenching; 280,000 tested, 0.29% active; AID 1479; active = well fitted curve in either direction with a large enough effect; inconclusive = small, poorly fitted or top-dose-only effect; note: % is set by controls: 0 for no effect and ±100 for the full control effect
#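 Human TRb ligand-binding domain at 0.6 uM with 20 nM Texas Red SRC2 peptide in Tris buffer containing 1 uM T3 and 5% DMSO, incubated with compound 5 h at ambient temperature. Total fluorescence (555/632 nm) calculated as parallel + 2 × perpendicular.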
# Active calls of the source: *; i = inactive; ? = inconclusive; . = no result given; & = joins results of further samples; [ ] = dose if it differs, or a comment. Unless noted, calls come from the whole dose curve; as a rule, active = well fitted curve in the direction sought with a large enough effect; inconclusive = small, poorly fitted or top-dose-only effect, or another doubt; inactive = no such curve, though single readings can be large; an effect the other way counts as inactive or inconclusive. Potency is the fitted concentration of half-maximal effect. This is a subset, so the mix of outcomes need not match the whole.
SMILES,Tau ThT inhib,HTT ATP protect,Tau fluor counter,TRb SRC2 PPI,RECQ1 helicase,L3MBTL1 block,Tau fibril FP,TR SRC2 fluor cs
CC(C)[C@H](NS(=O)(=O)c1ccccc1)C(=O)OCn1nnc2ccccc2c1=O,-6%,-4%,-9%,-9%,-7%,.,-5%,-2%
O=C(c1ccc2c(c1)OCO2)C1CCCN(C(=O)Nc2ccc(F)cc2F)C1 (stereo unspecified),-6%,7%[10 µM],-8%,1%,1%,14%,0%,-1%
CCOC(=O)c1ccc(N2Cc3ccccc3C2=NC(=O)c2ccncc2)cc1,?,-6%,-7%,-5%,-3%,.,-4%,-9%
O=C(NCCc1ccccc1)c1c(F)cccc1F,5%,-11%[10 µM],3%,5%,-3%,-8%,8%,2%
CC(=O)NC1=NN(c2ccccc2)C(=O)C1,-3%,14%,-5%,2%,i,7%,-1%,-2%
CCCc1nc2ccccc2c(=O)n1-c1ccc(C(=O)OCC)cc1,-5%,-4%[10 µM],-6%,-6%,8%,8%,0%,-1%
CCN1C(=O)/C(=C/C=C2\C=CN(CC)c3ccccc32)SC1=S,2.2µM*,13%[10 µM],?,4%,0%,-18%,?,-3%
O=C(O)CCNS(=O)(=O)c1cccc(Br)c1,.,7%[10 µM],-5%,-2%,-16%,.,3%,0%
CCC(C)[C@H](NC(=O)N1CCCC1)C(=O)O (stereo partly specified),3%,-13%,8%,0%,-8%,9%,7%,0%
CC(C)(C)NCc1cc(Br)ccc1OCc1cccs1,-6%,-15%[10 µM],-5%,-1%,-5%,-6%,-2%,-2%
CC(c1nccs1)N(C)C(=O)CCc1nnc(CCc2ccccc2)o1 (stereo unspecified),1%,11%[10 µM],10%,1%,-9%,10%,-6%,-2%
COc1ccc(/C=N/Nc2nncc3ccccc23)cc1,?,-36%[inhibitor][10 µM],-29%,-5%,-2%,-6%,5%,-2%
COc1cnn(-c2ccc(C)cc2)c(=O)c1SCc1ccccc1,?,-22%,-16%,4%,-10%,7%,-27%,-2%
COC(=O)[C@@H]1C[C@@]2(O)[C@H](O)[C@H](O)[C@H](O)C[C@H]2N1Cc1ccc(C)s1,-5%&14%,11%,-12%&13%,2%&-9%,-9%,.,-9%&-7%,-2%&-2%
CC1CCCN(S(=O)(=O)c2ccc3c(c2)n(C)c(=O)c(=O)n3C)C1 (stereo unspecified),.,5%[10 µM],4%,-8%,-14%,.,6%,-1%
CCOC(=O)c1ccc(NC(=O)CC2C(=O)N(c3cccc(OC)c3)C(=O)N2Cc2cccnc2)cc1 (stereo unspecified),9%,.,-12%,1%,.,.,?,-1%
N#C/C(=C\C1=C(N2CCOCC2)C(=C\c2ccc(Cl)cc2)/CC1)C(=O)Nc1ccccc1F,?,27%[10 µM],18%,40µM*,-26%,-4%,?,50µM*[fluorescent]
O=C(CC1(O)C(=O)c2ccccc2C1=O)c1ccccc1,?,.,?,2%,-18%,-2%,?,-5%
CCN1CCN(c2cc(C(C)(C)C)nc3c(-c4ccccc4)c(C)nn23)CC1,?,-62%[inhibitor],?,-4%,-12%,.,?,-1%
CCn1cc2nc(SCC(=O)Nc3cccc(Cl)c3C)n(Cc3ccc(Cl)cc3)c(=O)c2n1,10%,.,0%,-5%,.,.,4%,2%
O=C(CCc1ccccc1)Nc1c(F)c(F)c(F)c(F)c1F,0%,15%,-1%,5%,-2%,3%,9%,-1%
Cc1cc(C)c(S(=O)(=O)N2CCCOC2CNC(=O)C(=O)NCCCn2ccnc2)c(C)c1 (stereo unspecified),7%,2%[10 µM],10%,2%[53 µM],1%,-7%,-3%,-2%[53 µM]
CCc1ccc(CN2CCCC(CCC(=O)N3CCN(c4ccccn4)CC3)C2)o1 (stereo unspecified),-10%,14%[10 µM],5%,2%,8%,3%,-13%,1%
COc1ccc(NC(=O)C(c2ccc(OC)cc2)N(C)C(=O)CC2NC(=O)NC2=O)cc1 (stereo unspecified),0%,8%[10 µM],-1%,7%,-3%,9%,4%,-20%
O=C(COC(=O)c1ccco1)Nc1ccc(Br)cc1,-4%,8%[10 µM],-6%,-3%,-7%,5%,-10%,0%

# In another format: entries from further up.
SMILES | Tau ThT inhib | HTT ATP protect | Tau fluor counter | TRb SRC2 PPI | RECQ1 helicase | L3MBTL1 block | Tau fibril FP | TR SRC2 fluor cs
CCc1ccc(CN2CCCC(CCC(=O)N3CCN(c4ccccn4)CC3)C2)o1 (stereo unspecified) | -10% | 14%[10 µM] | 5% | 2% | 8% | 3% | -13% | 1%
CC(c1nccs1)N(C)C(=O)CCc1nnc(CCc2ccccc2)o1 (stereo unspecified) | 1% | 11%[10 µM] | 10% | 1% | -9% | 10% | -6% | -2%

# Another view of some results above.
# Values run as follows: Tau ThT inhib	HTT ATP protect	Tau fluor counter	TRb SRC2 PPI	RECQ1 helicase	L3MBTL1 block	Tau fibril FP	TR SRC2 fluor cs
- COc1ccc(/C=N/Nc2nncc3ccccc23)cc1
 : ?	-36%[inhibitor][10 µM]	-29%	-5%	-2%	-6%	5%	-2%
- COc1cnn(-c2ccc(C)cc2)c(=O)c1SCc1ccccc1
 : ?	-22%	-16%	4%	-10%	7%	-27%	-2%
- COC(=O)[C@@H]1C[C@@]2(O)[C@H](O)[C@H](O)[C@H](O)C[C@H]2N1Cc1ccc(C)s1
 : -5%&14%	11%	-12%&13%	2%&-9%	-9%	.	-9%&-7%	-2%&-2%
- CC1CCCN(S(=O)(=O)c2ccc3c(c2)n(C)c(=O)c(=O)n3C)C1 (stereo unspecified)
 : .	5%[10 µM]	4%	-8%	-14%	.	6%	-1%
- CCOC(=O)c1ccc(NC(=O)CC2C(=O)N(c3cccc(OC)c3)C(=O)N2Cc2cccnc2)cc1 (stereo unspecified)
 : 9%	.	-12%	1%	.	.	?	-1%
- N#C/C(=C\C1=C(N2CCOCC2)C(=C\c2ccc(Cl)cc2)/CC1)C(=O)Nc1ccccc1F
 : ?	27%[10 µM]	18%	40µM*	-26%	-4%	?	50µM*[fluorescent]

# Next records:
SMILES,Tau ThT inhib,HTT ATP protect,Tau fluor counter,TRb SRC2 PPI,RECQ1 helicase,L3MBTL1 block,Tau fibril FP,TR SRC2 fluor cs
Cc1sc2ncnc(NCCCN3CCCC3=O)c2c1C,1%,-10%[10 µM],-7%,5%,-5%,-3%,1%,0%
CC1Cc2ccccc2N1C(=O)COC(=O)CNC(=O)c1ccc(Br)o1 (stereo unspecified),7%,15%,8%,1%,2%,.,4%,2%
O=C(NCCc1ccc(Cl)cc1)C1CCN(c2cnccn2)CC1,-15%,11%[10 µM],-3%,-9%,i,2%,4%,-3%
O=C(COC(=O)c1c2c(nc3ccccc13)/C(=C\c1cccs1)CCC2)Nc1ccccc1Cl,?,44%[0.074 µM],-18%,-9%,-8%,33%[activator],?,0%
Nc1nnc(SCC(=O)Nc2sc3c(c2C(=O)c2ccccc2)CCCC3)s1,?,-15%[10 µM],?,12%,-2%,-9%,-8%,-2%
Cc1cc(S(=O)(=O)Nc2ccc(N(C)C)cc2)c(C)s1,-3%,0%,-22%,-1%,-11%,.,7%,-1%
Cn1cccc1Cc1nnc(SCC(=O)Nc2ccccc2)n1-c1ccc(F)cc1,-7%,-10%,-12%,4%,-2%,-4%,1%,6%
Cc1cc(C)nc(/N=C(\N)Nc2ccc(C(C)C)cc2)n1,-6%,20%[10 µM],-2%,0%,9%,1%,-5%,-3%
O=C(c1ccccn1)N(Cc1ccco1)C1(C(=O)NC2CCCC2)CCCCC1,-2%,-16%,9%,?,i,.,7%,1%
Cc1oc(-c2ccoc2)nc1CN(CC1CCC(=O)N1)C(C)C (stereo unspecified),-2%,32%[10 µM],1%,1%[53 µM],i,-1%,6%,1%[53 µM]
CCNC(=O)c1ccc(-n2nc(C)cc2-c2ccccc2)cc1,-6%,-5%,-5%,-4%,?,0%,1%,0%
O=C(N/N=C\c1ccc(Cl)cc1Cl)c1sccc1-n1cccc1,?,-20%,-16%,-1%,-16%,-12%,-7%,-4%
COCCCNC(=O)c1ccccc1NS(=O)(=O)c1ccc(C)cc1,-5%,4%,-9%,0%,-1%,-9%,-11%,-1%
COc1ccc(Cn2c(C)nnc2-c2cnn(C)c2N)cc1,7%,-3%[10 µM],1%,-9%,-3%,4%,4%,-2%
COC(=O)c1cccc(NC(=O)CSc2ncn[nH]2)c1,0%,3%,7%,3%,0%,.,5%,-1%
Nc1cc(-c2cccc(F)c2)nn1S(=O)(=O)c1cccc2nsnc12,-2%,-11%,-5%,5%,-6%,-8%,11%,-3%
CCOc1ccc2nc(SCC(=O)N(C)C3CCS(=O)(=O)C3)[nH]c2c1 (stereo unspecified),-10%,-2%,-13%,-5%,-2%,10%,-6%,-4%
Cc1ccc(NCCCCO)cc1C,-8%,27%[10 µM],-10%,0%,-2%,-8%,0%,-1%
O=C(NC1CCCC1)C(c1ccccc1F)N(C(=O)Cc1cccs1)c1ccc2c(c1)OCCO2 (stereo unspecified),3%,-22%[10 µM],-1%,17%,-1%,-14%,2%,-4%
O=C(Nc1ccccc1N1CCCC1)c1cc(Cl)ccc1Cl,-5%,.,-15%,7%,i,-10%,-2%,-4%
Cc1occc1-c1nnc(SCC(=O)N2CCN(c3ccc(F)cc3)CC2)n1C,-9%,3%[10 µM],1%,-1%,-3%,-2%,1%,-6%
COc1cccc(-n2nc(C(=O)O)c3ccccc3c2=O)c1,-6%,5%[10 µM],-4%,8%,-1%,2%,-2%,0%

# High-throughput results deposited in PubChem BioAssay by National Center for Advancing Translational Sciences (NCATS).
